Bioassay records from PubChem.
OX1R antag: human HCRTR1 antagonism; O43613; CHO/OX1R cells, Fluo-8 calcium fluorescence, orexin A; inhibition, % at 5 µM; hit rate 0.43% among 330,000; AID 434989;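 active = inhibition above its plate's threshold, mean inhibition of all tested compounds on the plate plus 3 SD, cut at about 37% in these data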;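 also: 0% = orexin A challenge wells and 100% = SB-334867-A antagonist wells; not every result past the cut was called active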
Target sequence (O43613 whole entry, looked up): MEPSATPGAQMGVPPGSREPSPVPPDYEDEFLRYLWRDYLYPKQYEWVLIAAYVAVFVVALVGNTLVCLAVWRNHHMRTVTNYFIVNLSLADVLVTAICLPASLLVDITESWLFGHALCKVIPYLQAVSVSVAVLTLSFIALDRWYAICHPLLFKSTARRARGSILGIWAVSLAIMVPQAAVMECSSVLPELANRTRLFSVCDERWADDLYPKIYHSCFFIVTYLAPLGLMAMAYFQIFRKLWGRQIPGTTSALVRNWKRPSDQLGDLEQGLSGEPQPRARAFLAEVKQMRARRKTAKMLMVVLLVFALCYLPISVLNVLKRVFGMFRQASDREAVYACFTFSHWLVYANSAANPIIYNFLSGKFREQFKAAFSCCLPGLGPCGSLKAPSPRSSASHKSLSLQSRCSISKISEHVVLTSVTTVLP
CHT allo act: allosterically activates the human high affinity choline transporter; B-score at 10 µM; CHT-expressing cells, membrane potential dye, choline EC20; hits give high values; LV-AA mutant CHT in HEK293 cells; hit rate 0.49% among 310,000; AID 488977; Q9GZV3;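 active = initial fluorescence not abnormally high and integrated response B-score, plate-corrected, over 3 SD above library mean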
Target sequence (Q9GZV3 whole entry, looked up): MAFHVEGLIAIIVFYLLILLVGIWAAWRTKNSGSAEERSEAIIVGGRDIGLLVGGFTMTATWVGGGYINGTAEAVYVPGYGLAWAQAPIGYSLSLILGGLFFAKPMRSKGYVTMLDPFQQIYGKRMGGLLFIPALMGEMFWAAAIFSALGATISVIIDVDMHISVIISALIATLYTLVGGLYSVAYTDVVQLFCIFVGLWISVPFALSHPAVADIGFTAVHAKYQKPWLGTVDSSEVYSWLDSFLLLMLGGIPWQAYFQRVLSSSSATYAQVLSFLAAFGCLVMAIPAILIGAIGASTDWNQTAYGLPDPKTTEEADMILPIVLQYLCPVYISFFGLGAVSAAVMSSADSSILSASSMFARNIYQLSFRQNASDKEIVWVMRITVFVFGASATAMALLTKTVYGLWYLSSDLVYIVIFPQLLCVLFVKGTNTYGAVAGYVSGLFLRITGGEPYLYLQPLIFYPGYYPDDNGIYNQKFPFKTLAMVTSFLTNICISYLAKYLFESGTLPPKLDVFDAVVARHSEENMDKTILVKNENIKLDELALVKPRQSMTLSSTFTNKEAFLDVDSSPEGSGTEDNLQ
The depositor's hits bear a star; i = inactive; · = no result given.

SMILES	OX1R antag	CHT allo act
Cc1ccc(S(=O)(=O)/N=C(\c2ccc(F)cc2)n2c(C)nc3ccccc32)cc1	-13	i
O=C(CCN1C(=O)C2CCCCC2C1=O)Nc1nc2ccc(F)cc2s1 (stereo not drawn)	7	·
Cc1ccc(/C=N/NC(=O)c2cccc([N+](=O)[O-])c2)o1	-18	i
Cc1ccc2c(c1)N(C(=O)CSc1nncn1C)C(C)(C)c1ssc(=S)c1-2	-20	i
CC(C)(C)OC(=O)NCCCCCc1nnc(SCC(N)=O)o1	-13	i
O=C1c2ccccc2NC(c2ccc(-c3cccc(F)c3)o2)N1O (stereo not drawn)	-24	·
O=C(Cc1ccc(Cl)cc1)NCCS(=O)(=O)N1CCN(c2ccccc2F)CC1	-41	i
COc1ccc(-c2cc(C(F)F)n3ncc(C(=O)N4CCN(C)CC4)c3n2)cc1	-36	i
COC(=O)c1[nH]c(=O)c2ccccc2c1OCc1ccccc1	-20	i
CCOC(=O)c1cc2c(s1)-c1c(C)cccc1OC2	-38	i
O=C(CSc1nc2ccccc2c(=O)n1NC(=O)Cc1ccccc1)NCc1ccco1	-22	i
CC(=O)Nc1ccc(C(=O)CSc2nc3ccccc3n2CC(=O)N2CCCC2)cc1	-26	i
CC[C@]12c3[nH]c4ccccc4c3CCN1C(=O)C(CC(=O)NCCc1ccccn1)C[C@@H]2C(=O)N1CCN(C(=O)c2ccco2)CC1 (stereo partly drawn)	4	·
O=C(COC(=O)c1nc(Cl)ccc1Cl)Nc1ccc2c(c1)OCO2	-6	i
CCN(CC)c1ccc(/C=N/NS(=O)(=O)c2cccc([N+](=O)[O-])c2)cc1	-4	i
Cc1ccc(C)c(OCC(=O)Nc2cc(C(=O)O)cc(C(=O)O)c2)c1	11	i
Cc1ccc2nc(SCc3nc4c(cnn4-c4ccccc4)c(=O)[nH]3)[nH]c2c1	80*	i
Cc1cccc(C(=O)NCCNC(=O)c2ccco2)c1	5	i
CCc1cccc(C)c1NS(=O)(=O)c1cccs1	-13	i
C/C(=N\N=C1/NC(=O)C(C)S1)c1ccco1 (stereo not drawn)	-3	i
CCn1c(=O)c([N+](=O)[O-])c(NCCCn2ccnc2)c2ccccc21	-15	i
CN(C(=O)c1ccc(NC(=O)Cc2ccc(NC(=O)C3CCN(C(=O)CCc4ccccc4)CC3)cc2)cc1)C1CC1	-3	·
COc1cc(NC(=O)C/C(C)=N/NC(=O)C2CCCCC2)c(OC)cc1Cl	-18	i
CCCNC(=O)c1ccc(SC)cc1OC	-20	i
O=C(CSc1ncnc2sc3c(c12)CCC3)NCC1CCCO1 (stereo not drawn)	-24	i

(listing goes on)
SMILES	OX1R antag	CHT allo act
Cc1noc(C)c1C(=O)OCC(=O)Nc1ncc(C(F)(F)F)cc1Cl	-12	·
CCOC(=O)Cn1c(=O)c2c(nc(N3CCOCC3)n2C)n(C)c1=O	-8	i
CCCn1c(N)c(N(CCOC)C(=O)c2cccc(Cl)c2)c(=O)[nH]c1=O	-6	i
C#CCOCCOCCOCCNc1nc(N2CCOCC2)nc(N2CCN(C(=O)CCCCCCCCCCNC(=O)[C@@H]([C@H](C)CC)n3cc(CCCCCN)nn3)CC2)n1	-32	8.4*
COC(=O)c1c(N)c(C#N)c(C)n1-c1ccccc1	-8	i
Cc1cc(C)c[n+](CC(=O)c2ccc(NC(=O)c3ccccc3)cc2)c1	-13	i
Cc1nn(Cc2ccc(C(=O)Nc3ccccc3C(F)(F)F)o2)c(C)c1Br	-13	i
O=C1C(=O)N(CCCc2ccccc2)c2ccccc21	-24	i
CC(C)(C)NC(=O)C1CCCN(S(=O)(=O)c2ccc(-n3cnnn3)cc2)C1 (stereo not drawn)	-8	i
N/C(=N\OC(=O)/C=C/c1ccccc1)c1ccccn1	7	i
O=C(CSc1nc2ccccc2[nH]1)NCCCn1ccnc1	2	i
CCS(=O)(=O)N1CCC(C(=O)NCc2ccc(OC)cc2OC)CC1	1	i
CCCn1c(N)c(N(CCOC)C(=O)c2cc(Cl)nc3ccccc23)c(=O)[nH]c1=O	-20	i
COc1cc(S(=O)(=O)Nc2cccnc2)ccc1F	2	i
Nc1ccc2nc(-c3cccc(-c4nc5ccc(N)cc5[nH]4)n3)[nH]c2c1	0	i
O=C(NCc1ccco1)c1ccccc1NS(=O)(=O)c1ccc2c(c1)OCCO2	9	i
Cc1cc(/C=C(\C#N)C(=O)Nc2ccccc2F)c(C)[nH]1	-16	i
CCn1c(Cc2ccccc2)nnc1SCC(=O)Nc1nc(C)cs1	-26	i
CCCCN(C(=O)c1ccc(-c2ccc(Cl)cc2)o1)c1c(N)n(CC(C)C)c(=O)[nH]c1=O	-31	·
O=C(O)c1ccc(/C=N/O)cc1	-3	i
CCN(C(=O)c1ccco1)c1nc(-c2ccc(OC)cc2)cs1	-53	i
O=C1CN(C(=O)COC(=O)/C=C/c2ccc(F)cc2)c2ccccc2N1	-19	·
CCOC(=O)c1cnc(N)nc1C(F)(F)F	-6	i
O=C(c1ccccc1)c1c2c(cc3sc4ccccc4[n+]13)-c1cccc3cccc-2c13	45	i
CCN(CC)c1ccc(NC(=O)CN2CCN(c3ccccc3F)CC2)cc1	-9	i

Reprinted at random: two records from the list
SMILES	OX1R antag	CHT allo act
O=C1CN(C(=O)COC(=O)/C=C/c2ccc(F)cc2)c2ccccc2N1	-19	·
Cc1cc(C)c[n+](CC(=O)c2ccc(NC(=O)c3ccccc3)cc2)c1	-13	i

Further results follow.
SMILES	OX1R antag	CHT allo act
Cc1cc(=O)[nH]c(SCC(=O)N2CCN(S(=O)(=O)c3ccccc3)C2)n1	2	i
CCc1nnc(NC(=O)c2sc3nc(C)cc(COC)c3c2N)s1	-28	i
CC(C)c1ccc[n+](-c2nc([O-])sc2C=O)c1	-11	i
COc1ccccc1N(C)S(=O)(=O)c1ccc(C(=O)Nc2nccs2)cc1	-3	·
Nc1ccc(-c2cnc[nH]2)cc1[N+](=O)[O-]	-3	i
Cc1cc2nc(-c3ccc(NC(=O)C(C)C)cc3)oc2cc1C	0	i
O=C(CN1c2cccc3cccc(c23)S1(=O)=O)Nc1ccccc1	-27	i
O=C(c1cc2ccccc2s1)N1CCOCC1	-4	i
COc1ccc(C(=O)NNC(=O)C(Cc2ccc(O)cc2)NC(=O)c2ccccc2NC(=O)c2ccc(OC)cc2)cc1 (stereo not drawn)	2	i
O=c1c2cc(F)ccc2sn1-c1ccc(F)cc1	14	·
CNC(=O)NC(=O)CSc1nnc(C(F)(F)F)n1C	-6	i
CCOc1ccccc1N1CCN(C(=O)c2ccccc2)CC1	-22	i
Cc1ccccc1N(C(=O)c1snc(C(N)=O)c1N)C(C(=O)NCC1CCCO1)c1ccc(F)cc1 (stereo not drawn)	-16	i
Cc1ccc(C)c(-c2nnc(NC(=O)COc3ccccc3)o2)c1	6	i
COc1ccc(-c2nnc(SCCC(=O)O)n2-c2ccccc2)cc1	-10	i
COC(=O)C1=C(N)OC2=C(C(=O)CCC2)C1c1cccnc1 (stereo not drawn)	7	i
CCCc1cc(=O)n2[nH]c(-c3cc(OC)c(OC)c(OC)c3)nc2n1	-4	i
CCOc1ccc(NC(=O)C2CCC(N3C(=O)C4CC=CCC4C3=O)CC2)cc1 (stereo not drawn)	-22	i
COC(=O)C1(C)NC(c2ccccc2C)C2C(=O)N(c3ccccc3)C(=O)C21 (stereo not drawn)	-13	i
N=C1C(c2nc3ccccc3s2)=C(O)CN1NC(=O)c1ccccc1[N+](=O)[O-]	3	i
CCOc1ccccc1N(CC(=O)Nc1ccc(S(=O)(=O)N2CCOCC2)cc1)S(=O)(=O)c1ccccc1	8	i
CC1(C)CC2(CC(c3ccccc3)Oc3cc(O)ccc32)NC(=O)N1 (stereo not drawn)	-10	i
CCOc1ccc(-c2noc(-c3cccnc3)n2)cc1OC	-12	i
CC(NC(=O)c1sc2ccccc2c1Cl)C1CCCO1 (stereo not drawn)	-22	i
COc1ccc(/C=C2\C(=O)ON=C2c2ccccc2)cc1OC	-4	i

Next section:
SMILES	OX1R antag	CHT allo act
NS(=O)(=O)c1cccc(NC(=O)COC(=O)Cn2cnc3ccccc32)c1	-13	i
O=C1CN(C(=O)COC(=O)c2ccc(C(F)(F)F)cc2)c2ccccc2N1	3	·
CC(C)(C)OCC1CO1 (stereo not drawn)	-1	·
Cc1cc(C2(O)C(=O)Nc3ccccc32)ccc1F (stereo not drawn)	-7	i
Cc1ccc(NC(=O)CS(=O)CC(=O)NC23CC4CC(CC(C4)C2)C3)cc1 (stereo not drawn)	-28	i
Cn1ccnc1C(=O)c1ccc(NN)c([N+](=O)[O-])c1	-36	i
CC(O)c1ccc(-n2cnnn2)cc1 (stereo not drawn)	2	i
CS(=O)(=O)N(Cc1ccc(C(=O)NN=C2CCCC2)cc1)c1ccccc1	-3	i
O=c1[nH]c(C2CCN(S(=O)(=O)c3ccc(S(=O)(=O)NC4CC4)cc3)CC2)nc2c1nnn2Cc1ccc(F)cc1	-15	i
COc1ccc(Cc2nc(C(=O)Nc3ccc(OC)cc3)cs2)cc1	-16	i
O=C(COc1ccc2c3c(c(=O)oc2c1)CCCC3)NCc1ccccn1	-26	i
Cc1ccc(/C(CSc2nccn2-c2ncc(C(F)(F)F)cc2Cl)=N\O)cc1	-10	i
CCOC(=O)/C=C/C(=O)N1CCN(C(=O)/C=C/C(=O)OCC)CC1	-7	i
CC(=O)c1c(C)[nH]c(C(=O)CSc2nnc(C3CCCCC3)n2N)c1C	-23	i
CCn1c(=O)cc(OCC(=O)N2CCN(C(=O)c3ccco3)CC2)c2ccccc21	-1	i
O=C(Nc1cccc2ccccc12)N1N=CCC1c1ccccc1 (stereo not drawn)	-5	i
CCC(C)Nc1nc(-c2ccc3c(c2)NC(=O)CO3)cs1 (stereo not drawn)	-17	i
CCOc1cc(CNc2ccc3c(c2)OCCO3)cc(Br)c1OC	-15	i
O=C(Nc1ccc(N2CCCC2)c(Cl)c1)c1ccc([N+](=O)[O-])cc1	-31	i
Cc1ccc(Nc2nnc(SCC(=O)Nc3cccc(S(=O)(=O)NC4=NCCCCC4)c3)s2)c(C)c1	-50	i
Cc1c(C(=O)N2CCN(c3ccccc3F)CC2)sc2nc(-c3ccccc3)cn12	-30	i
C(=N\N=C\c1cccnc1)/c1cccnc1	3	i
CC1CCc2c(sc(NC(=O)CN3CCN(C(=O)c4ccco4)CC3)c2C#N)C1 (stereo not drawn)	-14	i
CC1Cc2ccccc2C(=O)N1 (stereo not drawn)	8	i
Cc1cccc(S(=O)(=O)c2c(N)n(/N=C/c3ccco3)c3nc4ccccc4nc23)c1	-12	i

Next section, starting with the last 3 of the part before.
SMILES	OX1R antag	CHT allo act
CC1CCc2c(sc(NC(=O)CN3CCN(C(=O)c4ccco4)CC3)c2C#N)C1 (stereo not drawn)	-14	i
CC1Cc2ccccc2C(=O)N1 (stereo not drawn)	8	i
Cc1cccc(S(=O)(=O)c2c(N)n(/N=C/c3ccco3)c3nc4ccccc4nc23)c1	-12	i
CCc1ccccc1NC(=O)Cn1nc(C(F)(F)F)cc1C1CC1	-1	i
CSc1nc(=S)n(Cc2ccccc2)c(C)c1C(C)=O	-5	i
COc1cccc([C@@H]2CC=C(C(=O)O)[C@H](c3ccccc3)N2S(=O)(=O)c2ccc(C)cc2)c1	-19	i
COc1ccc(N(CC(O)Cn2nnc3ccccc32)S(=O)(=O)c2ccc(C)cc2)cc1 (stereo not drawn)	-24	i
O=C(N/N=C/c1c(O)ccc2ccccc12)c1[nH]ncc1Br	-5	i
COc1cccc(CN2CC(C(=O)NCCc3ccc(C)o3)CCC2=O)c1 (stereo not drawn)	·	i
O=C(CSc1n[nH]c(-c2cccs2)n1)NCc1cccs1	-5	i
CCCN=C(C)C1=C(O)c2ccccc2C1=O	-5	i
COc1cccc(NC(=O)C(NCC(C)(C)CN(C)C)c2ccccc2)c1 (stereo not drawn)	-12	i
Cc1ccc(C)c2[nH]c(=O)c(CN(CCN3CCCC3)C(=O)Nc3ccc(F)cc3)cc12	-18	i
Cc1ccc(-c2noc(CNC(=O)COc3ccccc3C)n2)cc1	-19	i
O=C(N/N=C/c1cccnc1)c1cc(C2CC2)nc2ccccc12	-25	i
O=c1cc(COc2ccccc2[N+](=O)[O-])nc2sccn12	-27	i
O=C(NCc1ccco1)c1cc(-c2ccccc2)c(N2CCOCC2)s1	0	i
CCOc1ncccc1C(=O)OCC(=O)c1ccc(C)c(C)c1	-16	i
NS(=O)(=O)c1ccc(CCNC(=O)c2ccc3c(=O)n4c(nc3c2)CCCCC4)cc1	-6	·
Cc1nn(C2CCS(=O)(=O)C2)c(Cl)c1/C=C/C(=O)OCC(N)=O (stereo not drawn)	-7	i
Cc1cc(NS(=O)(=O)N(C)C)ccc1C(C)C	-20	i
Cc1ccccc1/C=N/NC(=O)c1sccc1C	-7	i
CCCc1nc(-c2ccc(-c3ccc(F)cc3)cc2)no1	-11	i

Of the compounds above, seven contain a CF3 group.
SMILES	OX1R antag	CHT allo act
Cc1noc(C)c1C(=O)OCC(=O)Nc1ncc(C(F)(F)F)cc1Cl	-12	·
Cc1nn(Cc2ccc(C(=O)Nc3ccccc3C(F)(F)F)o2)c(C)c1Br	-13	i
CCOC(=O)c1cnc(N)nc1C(F)(F)F	-6	i
CNC(=O)NC(=O)CSc1nnc(C(F)(F)F)n1C	-6	i
O=C1CN(C(=O)COC(=O)c2ccc(C(F)(F)F)cc2)c2ccccc2N1	3	·
Cc1ccc(/C(CSc2nccn2-c2ncc(C(F)(F)F)cc2Cl)=N\O)cc1	-10	i
CCc1ccccc1NC(=O)Cn1nc(C(F)(F)F)cc1C1CC1	-1	i

OX1R antag, entries above that show a hit.
| Structure | OX1R antag |
| --- | --- |
| Cc1ccc2nc(SCc3nc4c(cnn4-c4ccccc4)c(=O)[nH]3)[nH]c2c1 | 80* |
